CRFBP-R2 agonist: agonists of CRF-BP/CRF-R2 complex, primary screen, cell-based, HEK293, calcium dye fluorescence, uHTS | AID 588473, 2011 | CRF-binding protein / CRF receptor 2 complex (human) | activation, % at 13.2 µM | calcium dye fluorescence (FLIPR); percent of saturating CRF peptide response | 350,000 tested, 0.46% active;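 active = activation of at least 50%, plus an integration ratio under a set limit after plate pattern correction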;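 also: plate controls were neutral control wells without compound for no effect and CRF at EC100 for full effect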
CHO-K1 Ca PAM: nonselective calcium activators in parental CHO-K1 cells, primary screen, counter-screen for M1 PAM project, cell-based, Fluo-8 calcium fluorescence, full deck, 1536-well; ATP EC20; 0% at ATP EC20, 100% at ATP max; activation, % at 3 µM; 360,000 tested, 0.02% active;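 active = activation above the run cutoff, the mean activation of all test compounds plus 3 SD, cut at about 40% in these data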;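 also: peak over basal fluorescence ratio in a 140 s read after ATP addition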
M5 ag: human M5 muscarinic receptor agonists, primary screen, CHO-K1 cells, Fluo-8 calcium fluorescence | CHO-K1 hM5 cells; 0% DMSO wells, 100% maximal acetylcholine response | activation, % at 3 µM | AID 624037, 2012 | 360,000 tested, 0.19% active | Muscarinic acetylcholine receptor M5 (Homo sapiens), P08912;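 active = activation above the run's mean over test compounds plus 3 SD, cut at about 23% in these data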;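 also: signal is peak over basal fluorescence ratio across the kinetic read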
Target sequence (P08912 whole entry, looked up): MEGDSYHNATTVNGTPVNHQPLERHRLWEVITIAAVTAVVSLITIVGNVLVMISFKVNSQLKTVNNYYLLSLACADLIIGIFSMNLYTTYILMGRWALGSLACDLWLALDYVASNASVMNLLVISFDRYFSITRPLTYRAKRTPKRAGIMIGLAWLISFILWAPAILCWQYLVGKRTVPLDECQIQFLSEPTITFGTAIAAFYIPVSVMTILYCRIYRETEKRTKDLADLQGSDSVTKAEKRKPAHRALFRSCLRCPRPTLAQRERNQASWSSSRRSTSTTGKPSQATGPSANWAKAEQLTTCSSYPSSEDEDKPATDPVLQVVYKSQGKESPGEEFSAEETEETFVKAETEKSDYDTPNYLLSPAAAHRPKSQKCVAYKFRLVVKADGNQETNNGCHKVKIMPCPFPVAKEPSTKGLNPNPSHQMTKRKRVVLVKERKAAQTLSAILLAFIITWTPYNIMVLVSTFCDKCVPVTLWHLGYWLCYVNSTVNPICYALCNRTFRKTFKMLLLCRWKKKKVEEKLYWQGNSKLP
M4 PAM: human M4 muscarinic receptor positive allosteric modulators, primary screen, CHO-K1 cells, Fluo-8 calcium fluorescence | Muscarinic acetylcholine receptor M4 (Homo sapiens), P08173 | CHO-K1 hM4/Gqi5, ACh EC20; 0% = ACh EC20, 100% = maximal ACh | activation, % at 3 µM | 360,000 tested, 0.4% active | AID 624126, 2012;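 active = activation above its plate's cutoff, the mean activation of sample wells plus 3 SD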; also: some results filed as inactive read as strong as hits
TAAR1 ag: human TAAR1 agonists, primary screen, Fluo-8 calcium fluorescence, CHO RD-HGA16 cells; Trace amine-associated receptor 1 (Homo sapiens), Q96RJ0; vehicle wells 0%, saturating PEA agonist 100%; activation, % at 3 µM; 360,000 tested, 0.99% active; AID 624467, 2012;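 active = activation above the mean activation of all test compounds in the run plus 3 SD, cut at about 38% in these data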
Target sequence (Q96RJ0 whole entry, looked up): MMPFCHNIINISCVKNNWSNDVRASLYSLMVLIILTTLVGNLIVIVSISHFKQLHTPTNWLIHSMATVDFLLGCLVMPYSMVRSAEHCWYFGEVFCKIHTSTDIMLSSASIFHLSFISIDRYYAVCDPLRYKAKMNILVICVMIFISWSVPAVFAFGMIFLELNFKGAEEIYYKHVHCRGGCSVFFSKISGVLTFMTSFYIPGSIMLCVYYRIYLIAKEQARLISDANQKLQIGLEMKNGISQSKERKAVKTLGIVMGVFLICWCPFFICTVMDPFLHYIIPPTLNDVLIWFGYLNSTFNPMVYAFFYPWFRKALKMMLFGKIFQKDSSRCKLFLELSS
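Assay system – CHO-derived RD-HGA16 cells with stable Gα16 and human TAAR1 · Compound dosing – one-point dosing at 3 µM (nominal) · Incubation – 17-24 h seeding, 75 min 37 °C dye, 30 min RT · Measured by – kinetic Fluo-8 calcium fluorescence · Control set – DMSO vehicle as 0%, PEA at EC100 as 100% · Repeats – single well for each compound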
CRFR2-BP antag: antagonists of CRF-BP/CRF-R2 complex, primary screen, cell-based, HEK293, calcium dye fluorescence, uHTS; CRF-induced calcium fluorescence; AID 588475, 2011; inhibition, % at 11.8 µM; 350,000 tested, 0.59% active;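 active = inhibition of the ligand-induced calcium signal above about 50% at the single tested concentration, limit read from the data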
CHRM5 PAM: human M5 muscarinic receptor positive allosteric modulators, primary screen, CHO-K1 cells, Fluo-8 calcium fluorescence; activation, % at 3 µM; CHO-K1 hM5, ACh EC20 PAM; 0% = ACh EC20, 100% = ACh EC100; Muscarinic acetylcholine receptor M5 (Homo sapiens), P08912; 360,000 tested, 0.3% active;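 active = activation above the run cutoff, the mean activation of all test compounds plus 3 SD, cut at about 18% in these data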
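system = human M5 receptor in CHO-K1 cells | reagent = EC20 acetylcholine as agonist stimulus | compound dosing = single-point, 3 µM nominal | incubation = Fluo-8 loading 80 min at 37 °C plus 30 min room temperature | detection = Fluo-8 calcium dye fluorescence, kinetic read | benchmarks = low control EC20 acetylcholine (0%), high control EC100 acetylcholine (100%)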
CHRM5 antagonist: human M5 muscarinic receptor antagonists, primary screen, CHO cells, Fluo-8 calcium fluorescence; 360,000 tested, 0.59% active; Muscarinic acetylcholine receptor M5 (Homo sapiens), P08912; CHO-hM5 cells, ACh EC80; inhibition, % at 3 µM;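 active = inhibition above a per-plate cutoff, the mean of that plate's test compounds plus 3 SD, cut at about 27% in these data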;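 also: 0% = acetylcholine EC80 with DMSO and 100% = DMSO without agonist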
TAAR1 antagonist: human TAAR1 antagonists, primary screen, Fluo-8 calcium fluorescence, CHO RD-HGA16 cells; Trace amine-associated receptor 1 (Homo sapiens), Q96RJ0; antagonist; inhibition, % at 3 µM; 360,000 tested, 1.5% active;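 active = inhibition above a per-plate cutoff, the mean inhibition of test compounds on that plate plus 3 SD, cut at about 49% in these data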;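 also: 0% = DMSO plus EC80 beta-PEA response and 100% = DMSO alone without agonist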
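System: CHO RD-HGA16 cells bearing hTAAR1. Reagent: EC80 β-phenethylamine stimulus. Schedule: seeding 17-24 h prior, 75-min 37 °C, 30-min RT dye loading. Signal: Fluo-8 intracellular calcium dye fluorescence, real-time kinetic reads. Read-out: % inhibition from peak post-agonist over basal fluorescence ratio. Benchmarks: vehicle wells and EC80 agonist wells. Replicates: n of 1.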
Active calls of the source: *; x = not tested or not shown; & = joins results of further samples.

SMILES | CRFBP-R2 agonist | CHO-K1 Ca PAM | M5 ag | M4 PAM | TAAR1 ag | CRFR2-BP antag | CHRM5 PAM | CHRM5 antagonist | TAAR1 antagonist
O=C(Nc1cc(S(=O)(=O)N2CCOCC2)ccc1N1CCOCC1)c1ccc([N+](=O)[O-])s1 | -0.7 | -1 | 1 | 14 | 0 | 8 | 9 | -8 | 4
CC(=O)CCc1c(C)[nH]c2ccccc2c1=O | 3.2 | 5 | 1 | 3 | 6 | 8 | 7 | -11 | -8
c1cc(CNCCCN2CCOCC2)ccn1 | 0.1 | 4 | 0 | 12 | 1 | -12 | 2 | -6 | 2
c1ccc(CN2CC[C@@H](Nc3nccn4ccnc34)C2)cc1 | x | -4 | -3 | -7 | 9 | x | -2 | 4 | -5
COc1cccc(CNC(=O)C2CCC(CNc3nc(=S)[nH]c4ccccc34)CC2)c1 (centres undefined) | -1.6 | -11 | -4 | -6 | 4 | -19 | -3 | 17 | -18
N#Cc1c(-c2ccccc2)cc(C2CC2)nc1N | -0.8 | 0 | 2 | 21 | 25 | -3 | 10 | -11 | -2
Cc1cc(NC(=O)CCCn2nc([N+](=O)[O-])cc2C)no1 | 1.1 | 12 | -1 | 14 | 1 | -4 | -8 | 11 | -13
c1ccc(-c2nc(NCC3CCCO3)c3oc4ccccc4c3n2)cc1 (centres undefined) | -0.1 | -1 | -1 | -8 | 12 | -23 | -6 | 2 | -14
COCCN(Cc1nc2ccccc2c(=O)[nH]1)C(=O)COc1ccccc1-c1ccccc1 | 1.5 | 8 | -2 | -1 | 5 | -3 | -4 | 10 | 10
Cc1cc(/C=N/NC(N)=S)c(O)c(/C=N/NC(N)=S)c1 | 157* | 9 | 4 | -1 | 50* | -73 | -6 | 11 | 9
CSc1ccc(/C=N/N2CCN(c3ccccc3)CC2)cc1 | 0.4 | 12 | 0 | 8 | 2 | 7 | 6 | 7 | 4
C=CCNc1nc(-c2ccccn2)nnc1-c1ccccc1 | -1.7 | 16 | -1 | 0 | 4 | 24 | 4 | -7 | 12
Cc1cc(NC(=O)CCC(=O)N(CC(=O)NCC2CCCO2)c2ccccc2C)no1 (centres undefined) | 1.1 | 4 | -1 | -3 | 5 | 15 | 1 | -9 | -6
CCN(CC)S(=O)(=O)c1ccc(Br)c(OC)c1 | -0.9 | 3 | -5 | 8 | 2 | 0 | 6 | -8 | -16
Cc1ccc(CN(C)C(=O)c2c(C)nn(-c3ccccc3)c2C)cc1 | -1.3 | 12 | 1 | 6 | 1 | 2 | -1 | 1 | -22
CCOC(=O)c1ccc(NC(=O)c2ncn3c2C(=O)N[C@H](C)C3)cc1 | -0.6 | -4 | 1 | 17* | 14 | 7 | -4 | -7 | -20
C#CCOCCOCCOCCNc1nc(N2CCN(C(=O)[C@H](CCCCN)n3cc(CN)nn3)CC2)nc(N2CCN(C(=O)[C@H](CCCCN)n3cc(CN)nn3)CC2)n1 | 0.8 | 5 | 0 | -4 | 0 | 3 | 2 | 11 | 1
O=C(NCc1ccccc1)c1ccc2c(c1)C(=O)N(CC1CCCO1)C2=O (centres undefined) | -1.3 | 14 | 0 | 3 | 8 | 11 | -4 | 4 | 5
C=CCn1cc(/C=N\NC(=O)c2cc3c(ccc4ccccc43)o2)c2ccccc21 | 1.2 | 1 | 2 | -3 | -3 | 1 | 0 | -4 | 12
Cc1ccnc(NC(=O)c2ccccc2[N+](=O)[O-])c1 | 1.1 | 7 | -5 | 1 | 4 | 8 | -12 | -7 | -2
COc1ccc(CN2CCN(C(=O)c3ccc(S(=O)(=O)N4CCCCCC4)cc3)CC2)cc1 | -1.3 | -7 | 2 | -10 | 6 | -3 | -10 | 8 | 18
COc1ccc(-c2csc(NC(=O)CSC(C)C(=O)Nc3cc(C)on3)n2)cc1OC (centres undefined) | -0.3 | 12 | 5 | -1 | 7 | -4 | -3 | -1 | 16
CCOC(=O)C1C(=O)NC(c2ccccc2)=NC1c1ccc(Cl)cc1 (centres undefined) | 1.1 | 17 | 0 | -3 | 6 | -14 | 2 | -2 | 11
CC(=O)C1=C(O)CC(c2ccccc2)CC1=NCCc1c(C)[nH]c2ccc(C)cc12 (centres undefined) | 1.4 | 5 | 0 | 0 | -1 | -62 | -10 | 4 | 8
Cn1nnc2cc(NC(=O)Nc3ccccc3F)ccc21 | 0.5 | 22 | 1 | 8 | 1 | -3 | 2 | 0 | -7
CCS(=O)(=O)N1CCC2(CC1)OCCN2S(=O)(=O)c1ccc(OC)cc1 | 1.3 | 18 | 0 | 3 | 2 | -1 | 1 | 5 | 1
O=C(Nc1nnc(-c2ccccc2)s1)c1cc(S(=O)(=O)N2CCOCC2)c(Cl)cc1Cl | 2.8 | 1 | 1 | 2 | 2 | 25 | -12 | 4 | -2
CC(=O)c1cccc(NC(=O)c2ccc(-c3ccccc3[N+](=O)[O-])o2)c1 | 0.1 | 3 | 9 | -28 | 32 | -39 | -20 | 6 | 62*
NS(=O)(=O)c1ccc(NC(=O)C2C3C=CC(C3)C2C(=O)O)cc1 (centres undefined) | -1.2 | -4 | 4 | 10 | 1 | -11 | 18* | -10 | -7
Cc1c(C(=O)NC2CCN(Cc3ccccc3)C2)oc2c(Cl)cccc12 (centres undefined) | -0.5 | -14 | -6 | -9 | 3 | 8 | -4 | 7 | -17
CCOc1ccc(-c2c(C(=O)N/N=C/c3cccnc3)nnn2-c2nonc2N)cc1 | 0.1 | 14 | -6 | 1 | 8 | -1 | -4 | 4 | -8
c1cc2c(cc1C1=NNC(=NC3CC3)SC1)OCCO2 | -1.1 | 22 | -15 | 2 | 0 | 32 | -30 | 100* | 8
COc1ccccc1-c1noc(-c2ccccc2C(=O)NCc2ccco2)n1 | -2.5 | 3 | 1 | -15 | 11 | 16 | -13 | 18 | 40
CCc1c(C)nc2ncnn2c1N1CCC(C(=O)NCc2ccc3c(c2)OCO3)CC1 | -0.2 | -1 | -1 | 8 | 1 | -5 | 10 | -5 | -13
CSc1ccc(N/N=C(/C#N)S(=O)(=O)C(C)(C)C)cc1 | 18 | -13 | 9 | 0 | 9 | 28 | -4 | 8 | 26
Cn1c(=O)c2c(nc(CN3CCC(C(N)=O)CC3)n2Cc2ccccc2F)n(C)c1=O | -0.8 | 26 | -1 | 5 | 2 | -17 | -2 | -2 | 4
COC(=O)c1cccc(CN2C(=O)C(C)Oc3ccc(C)cc32)c1 (centres undefined) | x | 23 | -3 | 7 | 5 | x | -10 | 5 | -17
COc1ccccc1C(=O)NC(=O)COC(=O)CCNS(=O)(=O)c1ccccc1 | -0.1 | -11 | 2 | -4 | 0 | 2 | -2 | 3 | -21
COc1ccc2cc3cc(C(=O)N4CCCCCC4)oc3nc2c1 | -0.7 | 16 | 0 | 0 | x | -3 | 10 | -14 | x
CCCn1c(=O)c2ccccc2n2c(SCC(N)=O)nnc12 | 0.4 | -12 | 3 | -4 | 2 | -2 | 1 | 7 | -9
Cc1ccc(S(=O)(=O)N(Cc2nccn2C)C(C)C)cc1 | -1.1 | 15 | -2 | 0 | 1 | 1 | 2 | -7 | 4
CC(C)S(=O)(=O)c1csc(NC(=O)Nc2ccc(Cl)cc2)c1Cl | 4.8 | -8 | 4 | -27 | 18 | -5 | -27 | 37* | 10
CC(Sc1nnc(Cc2ccccc2)o1)C(=O)NC1(C#N)CCCCC1 (centres undefined) | 0.2 | -9 | -1 | -4 | 4 | -6 | -7 | 16 | 2
O=C(NCc1ccc(N2CCCC2=O)cc1)Nc1cccc(Cl)c1 | -1.0 | 24 | 2 | -2 | 0 | 16 | -2 | 6 | 4
O=C(N/N=C/c1ccncc1)c1cccc(N/N=C/c2ccncc2)c1 | 0.6 | 12 | 4 | -4 | 0 | -2 | 0 | 13 | -10
COc1ccc(NC(=O)Nc2nnc(-c3ccccc3F)s2)cc1 | -0.1 | 2 | -2 | 4 | 5 | 2 | 6 | 3 | -17
CC(C)OC(=O)CSc1nnc(-c2cnccn2)n1C | -0.8 | 13 | 0 | 8 | 1 | 10 | -2 | 3 | -6
O=C(NNC(=O)c1ccc(Cl)cc1Cl)c1csc(-c2cccnc2)n1 | -0.8 | 8 | 3 | -16 | 8 | -5 | -5 | 1 | 3

Reformatted: two of the compounds above
COC(=O)c1cccc(CN2C(=O)C(C)Oc3ccc(C)cc32)c1 (centres undefined)
  CRFBP-R2 agonist = x	CHO-K1 Ca PAM = 23	M5 ag = -3	M4 PAM = 7	TAAR1 ag = 5	CRFR2-BP antag = x	CHRM5 PAM = -10	CHRM5 antagonist = 5	TAAR1 antagonist = -17
COc1ccccc1C(=O)NC(=O)COC(=O)CCNS(=O)(=O)c1ccccc1
  CRFBP-R2 agonist = -0.1	CHO-K1 Ca PAM = -11	M5 ag = 2	M4 PAM = -4	TAAR1 ag = 0	CRFR2-BP antag = 2	CHRM5 PAM = -2	CHRM5 antagonist = 3	TAAR1 antagonist = -21

Following part.
SMILES | CRFBP-R2 agonist | CHO-K1 Ca PAM | M5 ag | M4 PAM | TAAR1 ag | CRFR2-BP antag | CHRM5 PAM | CHRM5 antagonist | TAAR1 antagonist
COCCCn1c(-c2cccs2)nc2nc3ccccc3nc21 | -3.0 | 10 | 1 | -7 | 6 | -14 | -6 | 12 | -6
Cc1ccc(S(=O)(=O)NCC(=O)OCCOc2cccc(Cl)c2)cc1 | 0.4 | -4 | -1 | -9 | 2 | 3 | -2 | -5 | -1
OCC[C@@H]1C[C@H](O)[C@@H](O)[C@@]2(OCCCc3cc(C(F)(F)F)ccc32)O1 | x | -4 | 4 | 8 | 7 | x | -7 | 6 | -12
Cc1ccc(-n2cc(CNCCN3CCOC3=O)c(-c3cccc(C)c3)n2)cc1 | 1.9 | 22 | -1 | 0 | 15 | -65 | 5 | -9 | 2
CCCCCn1c(=NC(=O)c2ccco2)c(C(=O)OCC)cc2c(=O)n3ccccc3nc21 | 6.4&-7.8 | 10&-2 | -2&-3 | -1&10 | 7&7 | 34&0 | -11&3 | 7&-4 | 25&23
CCCC(O)(CCC)C(=O)NN1CCCCC1 | -0.6 | 1 | 1 | 6 | x | -3 | 0 | 3 | x
Cc1ccc(C(O)c2ncc(-c3ccc(Cl)cc3)[nH]2)cc1F (centres undefined) | x | 11 | 1 | -2 | 1 | x | -4 | 3 | 4

Compound activity as filed in PubChem.
